# High-throughput results as filed in PubChem BioAssay.
# hcGAS lum – inhibitors of human cGAS. inhibition, % at 12.5 µM. recombinant h-cGAS, ATP depletion, Kinase-Glo luminescence. Q8N884. 290,000 tested, 0.081% active;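 also: 0% = vehicle reaction and 100% = reaction without DNA for no activity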
# Target sequence (Q8N884 whole entry, looked up): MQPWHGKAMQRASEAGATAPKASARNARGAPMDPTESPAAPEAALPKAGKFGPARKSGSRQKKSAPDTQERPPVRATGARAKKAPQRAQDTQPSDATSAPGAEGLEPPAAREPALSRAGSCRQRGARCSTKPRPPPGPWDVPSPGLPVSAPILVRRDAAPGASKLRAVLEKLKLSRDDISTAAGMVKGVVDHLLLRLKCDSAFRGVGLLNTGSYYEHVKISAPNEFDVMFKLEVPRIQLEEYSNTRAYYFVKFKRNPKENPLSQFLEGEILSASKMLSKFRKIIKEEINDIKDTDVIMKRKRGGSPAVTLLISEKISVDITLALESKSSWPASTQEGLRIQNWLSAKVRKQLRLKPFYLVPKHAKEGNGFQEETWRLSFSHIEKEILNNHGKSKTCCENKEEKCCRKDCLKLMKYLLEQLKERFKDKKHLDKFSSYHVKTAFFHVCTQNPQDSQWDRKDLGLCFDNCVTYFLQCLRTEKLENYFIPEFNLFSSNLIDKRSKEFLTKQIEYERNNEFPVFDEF
# NPYLR7 ag – mosquito NPYLR7 agonism | 270,000 tested, 0.15% active | activation, % at 10 µM | HEK293T NPYLR7/Galpha15, GCaMP6s calcium fluorescence; in the data active = activation above about 40%;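 also: 0% = vehicle and 100% = reference agonist at the receptor; some compounds past the cut are filed as inactive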
# mcGAS lum – mouse cGAS inhibition by luminescence. Q8C6L5. recombinant cGAS, Kinase-Glo ATP depletion luminescence. inhibition, % at 12.5 µM. 160,000 tested, 0.15% active. AID 1259399;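 also: 0% = negative control wells and 100% = reference inhibitor with no enzyme activity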
# Starred values were filed as active, the others as inactive; / = no result given; & = joins results of further samples; ! = not active in a repeat. Rule as the data show it, unless noted: active = inhibition above about 40%; inactive = the rest.
structure | hcGAS lum | NPYLR7 ag | mcGAS lum
CS(=O)(=O)Cc1ccc(C(=O)Nc2cc(Cl)c(Cl)cn2)o1 | -6&-5 | -14&0 | /
CN(Cc1ccccc1)c1nc2c(c(=O)[nH]c(=O)n2C)n1Cc1ccccc1Cl | -9 | / | -8
CN1CCNC(=O)C12CCN(C(=O)c1ccccc1-n1cncn1)CC2 | -3 | 21 | -13
COC(=O)[C@H]1CN(C(=O)NC(C)C)CCN1C(=O)C1CCNCC1 | -4 | -7 | -6
NC(=NCCCCCCN=C(N)N=C(N)Nc1ccc(Cl)cc1)N=C(N)Nc1ccc(Cl)cc1 | -4&-6&-1 | 70*! | -4
O=C(c1c[nH]c(=O)[nH]c1=O)N1C[C@@H]2C3CCC(CC3)[C@@H]2C1 | -2 | -1 | -9
CC(C)N1CCOC(CC(=O)NCc2cc(N3CCOCC3)ncn2)C1 (stereo unspecified) | 2 | / | -3
Cc1ccc(C)c(-c2csc(NC(=O)c3cnc4c(cnn4C(C)C)c3)n2)c1 | -8 | -9 | /
COCCCNc1cnn(C23CC4CC(CC(C4)C2)C3)c(=O)c1Cl | -5 | / | -3
CCn1cc(NC(=O)C2CCN(S(=O)(=O)N3CCc4ccccc4C3)CC2)cn1 | -8 | 10 | /
FC(F)(F)c1ccc2nn(CN(C3CCCC3)C3CC3)c(=S)n2c1 | -7 | 1 | /
COc1ccc(-c2cc(N)nc3[nH]ccc23)cc1C | -2 | -3 | -14
Fc1ccc(-c2cc(C(F)(F)F)nc(-n3cc(Cl)cn3)n2)cc1 | -11 | 10 | /
C=CCN(C(=O)CCNC(=O)C(C)(C)C)c1nc(-c2ccccc2)cs1 | -5 | 9 | /
CCNc1nn(CC(=O)NCc2ccccc2)c(N)c1-c1nc(-c2ccccc2C)no1 | -3 | / | -7
Cc1ccccc1C1=NN2C(=N)/C(=C/c3ccccc3)C(=O)N=C2S1 | 33 | -1 | /
O=C(CN1CN(c2ccccc2)C2(CCN(C(=O)c3ccc(Cl)c(Cl)c3)CC2)C1=O)NCc1ccco1 | -9 | 20 | -5
CS(=O)(=O)N1CCSC1c1ccccc1Cl (stereo unspecified) | -7 | 11 | /
C=CCC(CC(=O)O)C(=O)N1CCC2(CC1)CC(=O)c1ccc3ccccc3c1O2 (stereo unspecified) | -11 | -5 | -2
Cc1ccc(F)c(NC2CCCN(C(=O)Cc3ccccc3)C2)c1 (stereo unspecified) | -4 | 0 | /
COCCCNC(=O)c1ccccc1N1CCC(NC(=O)c2cccc(F)c2)CC1 | -6 | -2 | -6
Cc1cccc(C(=O)N2CCSC23CCN(S(=O)(=O)c2ccc(Cl)c([N+](=O)[O-])c2)CC3)c1 | -2 | 3 | -4
Cc1onc(-c2ccccc2Cl)c1C(=O)NCC12CC3CC(CC(C3)C1)C2 | 0 | -16 | -5
O=c1c2cnc3nc(-c4ccncc4)nn3c2ccn1Cc1ccccn1 | -7 | 3 | /
CCOC(=O)c1cnc2cc(C)ccn2c1=O | -6 | -2 | /
CC(c1cccc(-c2nccnc2N(C)C)c1)N1CCCC1 (stereo unspecified) | -4 | 3 | -16
C=CCCC(O)CN(Cc1ccccc1)Cc1cccc(F)c1 (stereo unspecified) | -2 | 24 | -4
Cc1ccc(C2=CN(c3ccc(Br)cc3)C3CCC[N+]23C)cc1 (stereo unspecified) | -8&1 | 3&2 | /
Cc1[nH]cnc1C(=O)N1CC(N2CCCCC2C)C1 (stereo unspecified) | -6 | 1 | -12
Cn1nnnc1SCC(=O)NCc1ccc(Cl)cc1Cl | -9 | -2 | -15
Cc1cc(Cl)cc2sc(N(CCCn3ccnc3)C(=O)/C=C/c3cccs3)nc12 | -5 | -8 | -9
COc1cccc(Nc2nc(N)c([N+](=O)[O-])c(NCC3CCCO3)n2)c1 (stereo unspecified) | -2 | 0 | /
CCOC(=O)N1CCN(C(=S)NC(=O)c2cncc(Br)c2)CC1 | 1 | 5 | -1
Cc1nc(-c2ccc(Cl)cc2)nc(N2CCN(C(=O)NCc3ccccc3)CC2)c1Cc1ccccc1 | -10 | -5 | -7
Cc1nn(CC(=O)N2c3c(c(C)nn3C)N(C(=O)OC(C)(C)C)CC2C)c(C)c1Cl (stereo unspecified) | -5 | 2 | /
CCCc1ccc(S(=O)(=O)N2CC(=O)N3CCc4cc(F)ccc4C3C2)cc1 (stereo unspecified) | -11 | 28 | -7
COc1cccc(C(CN2CCN(C(=O)c3cccnc3SC)CC2)OCc2cccc(Cl)c2)c1 (stereo unspecified) | -8 | / | -7
CC(C(O)C12CC3CC(CC(C3)C1)C2)N1CCCCC1 (stereo unspecified) | -13 | / | -5
O=C(Cc1ccc(Cl)cc1)N(Cc1ccccn1)c1nc2c(F)cccc2s1 | 1 | 7 | /
CCSc1nc(N)c(NC(=O)c2ccc(OC)c(OC)c2)c(=O)[nH]1 | -4 | 3 | -6
COc1ccc(N2CCN(C(=O)CCn3cnc4c([nH]c5ccc(C)cc54)c3=O)CC2)cc1 | -10 | / | -9
COc1cccc(CC(C2CCN(C(=O)/C=C/c3ccccc3F)CC2)N(C)C(=O)CC(C)C)c1 (stereo unspecified) | -12 | 24 | -13
Cc1ccc(Cl)cc1NC(=O)CNc1ccccc1F | 4 | -6 | -2
COc1ccc(C23CC4CC(CC(C(=O)N(C)Cc5ccsc5)(C4)C2)C3)cc1 | -13 | -4 | /
Cc1nn(Cc2ccccc2)c(C)c1CNC(=O)CCl | -7 | 2 | /
COCC(C)NC(=O)c1c(O)nc2cc(C)ccn2c1=O (stereo unspecified) | -8 | -2 | -7
N#Cc1cccc(CN2CCNC(=O)C2c2cccs2)c1 (stereo unspecified) | -7 | -4 | /
O=[N+]([O-])c1cccc(-c2ccc(SCc3ccccn3)nn2)c1 | 5 | 19 | -8
CCCc1ncncc1C(=O)NCC1(O)CCNC1 (stereo unspecified) | 1 | 2 | -9
CN(C)Cc1ccccc1COc1ccccc1 | -5 | 3 | /

# (continued)
structure | hcGAS lum | NPYLR7 ag | mcGAS lum
O=C(c1cnn(-c2ccccc2)c1)N1CCN(S(=O)(=O)c2ccccc2Cl)CC1 | -4 | 0 | /
Cc1cc(N(C)Cc2cc(C(C)C)on2)nc(-c2cccnc2)n1 | 3 | 4 | -11
CC(Cn1ccnc1)NCC1(N2CCOCC2)CCCCC1 (stereo unspecified) | -9 | 12 | /
O=S(=O)(c1cc(Br)ccc1Br)N1CCC1c1ccccc1 (stereo unspecified) | -3 | 9 | /
CCCC[C@@H](CC)COC(=O)C(C#N)=C(c1ccccc1)c1ccccc1 | 0 | -2 | /
O=C(NCCN1CCOCC1)NC(c1ccccc1)C1CCC1 (stereo unspecified) | 2 | -14 | 1
CCc1nc(CN2CCC(CCC(=O)N3CCN(c4ccccc4)CC3)CC2)c(C)[nH]1 | -6 | 13 | -10
O=C(c1ccccc1)N1CCN(c2ccc(-n3cccn3)nn2)CC1 | -4 | 5 | /
COc1ccc(Cl)cc1C(N)CC(C)C (stereo unspecified) | -20 | -4 | /
O=C(CSC1=NS(=O)(=O)c2ccccc2N1)NC1CCCC1 | -3 | 2 | /

# Structures from the list above with a tert-butyl group:
structure | hcGAS lum | NPYLR7 ag | mcGAS lum
C=CCN(C(=O)CCNC(=O)C(C)(C)C)c1nc(-c2ccccc2)cs1 | -5 | 9 | /
Cc1nn(CC(=O)N2c3c(c(C)nn3C)N(C(=O)OC(C)(C)C)CC2C)c(C)c1Cl (stereo unspecified) | -5 | 2 | /

# Complete entries, quoted from the list.
# O=C(NCCN1CCOCC1)NC(c1ccccc1)C1CCC1 (stereo unspecified) as listed: hcGAS lum = 2; NPYLR7 ag = -14; mcGAS lum = 1
# COc1ccc(Cl)cc1C(N)CC(C)C (stereo unspecified) as listed: hcGAS lum = -20; NPYLR7 ag = -4; mcGAS lum = /
# O=C(c1ccccc1)N1CCN(c2ccc(-n3cccn3)nn2)CC1 as listed: hcGAS lum = -4; NPYLR7 ag = 5; mcGAS lum = /

# More compounds follow:
structure | hcGAS lum | NPYLR7 ag | mcGAS lum
Cc1nc(CN2CCN(C(=O)c3cc(Cl)ccc3I)CC2)n[nH]1 | 4 | -1 | /
Cn1c(SCC(=O)NN2C(=O)NC3(CCCCC3)C2=O)nnc1C1CC1 | -8 | 38 | /
COc1ccc(Nc2nc(C)c([N+](=O)[O-])c(Nc3ccc(OC)cc3OC)n2)c(OC)c1 | 1 | -10 | -3
Cc1ccc(S(=O)(=O)c2cnc(N3CCC(C)CC3)nc2N)cc1 | 0 | -4 | 0
Cn1c(=O)c2cc(S(=O)(=O)NCC3CC4CCC3C4)ccc2n(C)c1=O (stereo unspecified) | -7 | -4 | /
CCCCc1ccc(S(=O)(=O)NC(=O)C2(C)CCN2C(=O)c2ccccc2)cc1 (stereo unspecified) | 2 | 5 | /
O=C(Nc1n[nH]c(-c2cccs2)n1)c1cccc(F)c1F | 7 | -5 | /
CCOC(=O)C1CCN(CCOc2ccc3c(c2)O/C(=C\c2ccc(OC)cc2)C3=O)CC1 | -1 | 4 | /
O=c1oc2c(-c3ccc(F)cc3)cc(O)cc2s1 | -10 | 3 | /
CN(C)C(=O)CN1C(=O)[C@H]2CC[C@@H]1CN(Cc1nc3c(s1)CCCC3)C2 | -18 | / | -7
C/C=C(\C)C(=O)Nc1cccc(-c2cccc(-c3ccc(F)cc3)n2)c1 | -5 | 14 | -4
CCC(CC)C(=O)N1CCC2(CCN(Cc3sccc3C)CC2)CC1 | -3 | 2 | -15
COc1ccc(C(CC(=O)N(C)Cc2c(C)nn(C)c2C)c2ccccc2)cc1 (stereo unspecified) | -9 | 13 | /
CC(C)C(C(=O)O)n1c(-c2cccs2)n[nH]c1=S (stereo unspecified) | 6 | -3 | 3
CCOC(=O)C1(CCOC)CCCN(C/C=C/c2ccc(OC)cc2)C1 (stereo unspecified) | 1 | 2 | /
CCNc1nc(C)c(C(=O)N2CCN3CCN(C)C(=O)C3C2)s1 (stereo unspecified) | -1 | -3 | /
CCC(Cn1ccnc1)NC(=O)C1=NNC(=O)CC1 (stereo unspecified) | -8 | 15 | /
CCN(CC)c1ncccc1CNC(=O)c1cccnc1OC | -8 | 8 | /
Cc1ccc2[nH]cc(C3CCN(S(=O)(=O)c4ccccc4C(F)(F)F)CC3)c2c1 | 2 | -3 | 1
COc1ccc(-c2nc3cc(C)ccn3c2NC(=O)Nc2ccc(C)cc2)cc1OC | 3 | -11 | -3
CCc1ccc(NC(=O)N(CC(=O)N(CCOC)Cc2cccn2C)CC(C)C)cc1 | -8 | 23 | -5
CCCC1(C)CCCN(S(C)(=O)=O)C1 (stereo unspecified) | -11 | 19 | /
COc1ccccc1C(=O)N1CCN(c2cc(Oc3ccc(F)c(F)c3)ncn2)CC1C (stereo unspecified) | -10 | 8 | -5
O=C(NCCC1=CCCCC1)C1CCC(CNc2c(N3CCCC3)c(=O)c2=O)CC1 (stereo unspecified) | -2 | 3 | -3
Cc1cc(OC(=O)CC2CCCC2)c([N+](=O)[O-])c(=O)[nH]1 | 2 | -2 | 0
Cc1ccsc1CN(Cc1cccc(C(F)(F)F)c1)Cc1nc(C(=O)O)co1 | 0 | 14 | -3
Cc1ccc2c(c1)c1ncn(Cc3ccccc3)c(=O)c1n2CC(=O)Nc1ccc2c(c1)OCCO2 | -5 | -4 | -8
CCc1ccc(C2C(C(=O)OCCc3ccccc3)=C(C)NC3=C2C(=O)CCC3)cc1 (stereo unspecified) | -2 | -5 | 1
O=C(COCc1ccccc1)N1CCc2ccccc2C1c1ccc(F)cc1 (stereo unspecified) | -5 | 6 | -9
N#C/C=C/N(CCc1ccccc1)CCc1ccccc1 | -6 | 1 | /
COc1cccc(C(=O)CSc2nnc(-c3ccco3)n2-c2ccc(F)cc2)c1 | -7 | / | -7
COc1ccc(OC)c(C2CC(c3ccccc3F)=NN2C(=O)CN2CCOCC2)c1 (stereo unspecified) | -4 | 0 | -3
CN1C(=S)N(C2CCCCC2)C(=O)/C1=C\c1ccc[nH]1 | -1 | 26 | -7
CC(=O)N1CCN(c2cc(C(F)(F)F)nc(SCc3ccc(C(=O)O)o3)n2)CC1 | -1 | 4 | -4
Cc1nnc(SCCn2c(N3CCCCCC3)nc3c2c(=O)n(C)c(=O)n3C)s1 | -8 | 4 | /
CCC(C)N(Cc1cccc(OS(=O)(=O)c2cccc(C(F)(F)F)c2)c1)C(=O)c1ccc(F)cc1 (stereo unspecified) | -11 | / | -5
COCCN(CC(=O)N(Cc1ccc2c(c1)OCO2)Cc1ccco1)C(=O)C1CCC1 | -2 | -4 | -6
CCOC(=O)C1CCCN(C(=O)c2cc(-c3cccc(OC)c3)nn2-c2ccc(OC)cc2)C1 (stereo unspecified) | -3 | -3 | -5
COc1ccc(S(=O)(=O)N(CC(=O)Nc2cccc(Cl)c2C)c2ccc(C)cc2)cc1OC | 1 | -22 | 1
Cc1cccc(-n2ncc3c(=O)n4c(nc32)SCC4CC(=O)NCc2cccs2)c1 (stereo unspecified) | -6 | 0 | -6
Cc1ccccc1-c1noc(-c2cccc(NC(=O)C(C)n3cncn3)c2)n1 (stereo unspecified) | -3 | 12 | /
CN(C)c1ccc(NC(=O)C2CCCC2)cc1CN(Cc1ccco1)C(=O)c1cccs1 | -5 | -1 | -3
Cc1noc(-c2ccc(N3CCN(C)C(C(=O)O)C3)nc2)n1 (stereo unspecified) | -9 | 21 | /
Nc1[nH]nc2nnc(-c3c(-c4ccccc4)nn4ccccc34)cc12 | 0 | -11 | /
C=C(C)Cn1c(N2CCN(Cc3ccc(Br)cc3)CC2)nc2c1c(=O)[nH]c(=O)n2C | -6 | 6 | /
Cc1cc(C)n(-c2nc(C)nc(NCc3ccccc3)n2)n1 | 3 | -2 | /
Cc1cccc2cc(/C=N\NC(=O)CN3CCOCC3)c(Cl)nc12 | -1 | -5 | /
CCOC(=O)CCC(=O)N1CCN(c2ccc(NC(=O)c3ccccc3OCC)cn2)CC1 | -4 | -4 | -4
